From PubChem BioAssay
HT1080NT lethal – qHTS for induction of synthetic lethality in tumor cells producing 2HG: qHTS for the HT-1080-NT fibrosarcoma cell line | HT-1080-NT fibrosarcoma viability, CellTiter-Glo ATP luminescence, 48 h | Potency, µM (highest dose often 46.1 µM), inactives show at the highest dose activity, negative = less viability, actives largely listed as cytotoxic | 1.6% of 360,000 active | AID 686970, 2013;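 further: NT is the 2HG producing partner of a matched IDH1 knockdown line; 0% = DMSO-treated cells and -100% = media-only wells without cells; nearly all actives have a fitted effect of over 55% in size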
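Compounds were tested in concentration-response format on HT-1080-NT cells for 48 hours at 37 degrees C. Cell viability came from CellTiter-Glo luminescence; curves were classified by r2, response magnitude and activity.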
KB-3-1 cytotox – qHTS assay for MDR1-selective chemotherapeutics: Primary screen using the parental adenocarcinoma cell KB-3-1 | KB-3-1 viability, CellTiter-Glo ATP luminescence, 72 h | Potency, µM (top dose mostly 46.1 µM), for inactives: at the highest dose activity change, negative = cytotoxic, usual class: cytotoxic | 1.4% of 400,000 active; further: on the % scale 0 is the no-effect control and ±100 the full control effect; nearly all actives have a fitted effect of over 60% in size
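KB-3-1 parental drug-naive adenocarcinoma cells in DMEM/10% FBS, incubated 72 h at 37 C with pin-transferred compounds across a concentration series. Viability by CellTiter-Glo luminescence; concentration-response curves fitted after normalization.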
GLP-1R agonist – qHTS of GLP-1 Receptor Agonists; AID 624172, 2012; 0.007% of 380,000 active; Glucagon-like peptide 1 receptor (Homo sapiens), P43220; HEK293 GLP-1R CRE-luciferase, luminescence, 4-6 h; cells express a hypersensitive GLP-1R form; Potency, µM (highest dose often 45.6 µM), without a hit: at the top dose activation, hits mostly activators; further: % of control where 0% means no effect
Target sequence (P43220 whole entry, looked up): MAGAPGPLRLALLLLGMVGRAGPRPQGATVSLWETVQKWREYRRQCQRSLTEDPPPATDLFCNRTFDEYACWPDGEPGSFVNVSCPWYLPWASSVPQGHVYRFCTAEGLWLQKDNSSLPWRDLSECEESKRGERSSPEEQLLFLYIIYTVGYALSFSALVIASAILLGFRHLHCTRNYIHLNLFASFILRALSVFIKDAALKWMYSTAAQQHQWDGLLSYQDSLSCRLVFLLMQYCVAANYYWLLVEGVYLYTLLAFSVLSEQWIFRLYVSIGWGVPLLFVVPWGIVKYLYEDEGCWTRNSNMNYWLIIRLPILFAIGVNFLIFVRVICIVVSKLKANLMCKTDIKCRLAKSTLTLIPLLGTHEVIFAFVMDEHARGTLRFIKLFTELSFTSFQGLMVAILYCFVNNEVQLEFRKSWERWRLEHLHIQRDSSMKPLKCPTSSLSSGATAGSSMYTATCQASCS
SW480 rerep – A quantitative high throughput screen for small molecules that induce DNA re-replication in SW480 colon adenocarcinoma cells; SW480 DNA re-replication, Hoechst DNA content imaging, 48 h; Potency, µM (doses to about 46.1 µM), without a hit: at the top dose re-replication activation, most hits filed as activators; 1.8% of 340,000 active; further: % of control where 0% means no effect; nearly all actives have a fitted effect of over 55% in size
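Image-based read-out: total Hoechst fluorescence of nuclei (405 nm excitation, 500-530 nm emission), with hits raising the fraction of high-intensity nuclei. SW480 colon cells incubated 48 hr with compounds at 37 C.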
KB-V1 MDR tox – qHTS assay for MDR1-selective chemotherapeutics: Primary screen using the drug-selected MDR subline cells KB-V1. KB-V1 MDR cells viability, CellTiter-Glo, 72 h. Potency, µM (doses to about 46.1 µM), inactives show top-dose activity change, negative = cytotoxicity, usual class: cytotoxic. 3.4% of 400,000 active. AID 1347076, 2019; further: on the % scale 0 is the no-effect control and ±100 the full control effect; nearly all actives have a fitted effect of over 60% in size
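Luminescent ATP read-out (CellTiter-Glo, 10 min) measures survival of drug-selected KB-V1 MDR cells after 72 h, 37 degrees C compound exposure. Medium: phenol-red-free DMEM, 10% FBS. Values from fitted concentration-response curves.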
HT1080 IDH1KD tx – qHTS for induction of synthetic lethality in tumor cells producing 2HG: qHTS for the HT-1080-IDH1KD cell line. HT-1080 IDH1 knockdown viability, ATP luminescence, 48 h. Potency, µM (series often up to 46.1 µM), without a hit: top-dose activity, negative = toxicity, hits mostly cytotoxic. 2% of 360,000 active. AID 686971, 2013;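 further: 0% = DMSO wells and -100% = cell-free medium wells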
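CellTiter-Glo luminescence after 48 h compound exposure at 37 degrees C of IDH1-knockdown HT-1080 cells in 5% FBS RPMI. %Activity scaled between DMSO wells and cell-free media wells, with curves fitted and assigned curve classes.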
HEK293 tox – qHTS of GLP-1 Receptor Inverse Agonists: Cytotox Screen; 0.13% of 410,000 active; HEK293 cAMP-luciferase reporter cells, luminescence, 24 h; AID 624418, 2012; Potency, µM (doses to about 38.3 µM), without a hit: top-dose activity change, negative = inhibition, actives largely listed as inhibitors;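 further: loss of luciferase light is scored as toxicity; on the % scale 0 is the no-effect control and ±100 the full control effect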
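Quantitative HTS format, 1536 wells, 200 cells/uL seeded. Compounds: 23 nL, 24 h, 37 °C. Detection: luciferase reagent, luminescence at 12 min RT; decreased signal taken as cytotoxic.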
GLP1R inv ag – qHTS of GLP-1 Receptor Inverse Agonists (Inhibition Mode); Glucagon-like peptide 1 receptor (Homo sapiens), P43220; HEK293 GLP-1R CRE-luciferase, luminescence, 24 h; GLP-1R form is constitutively active; Potency, µM (series often up to 38.3 µM), for the others: at the highest dose activity change, negative = inhibition, usual class: inhibitors; 1.6% of 410,000 active; AID 624417, 2012; further: on the % scale 0 is the no-effect control and ±100 the full control effect; nearly all actives have a fitted effect of over 55% in size
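Cells are plated, allowed 12 hours at 37 deg C, then treated with compounds for 24 hr before luciferase detection reagent is added and luminescence is read after 12 min at room temperature. The HEK293 line carries constitutively active GLP-1R with a cAMP-responsive reporter.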
TDP-43 yeast inh – qHTS of TDP-43 Inhibitors | 1.8% of 410,000 active | TDP-43 expressing yeast growth rescue, BacTiter-Glo, 24 h | Potency, µM (series often up to 46.1 µM), inactives show at the top dose growth rescue (activation), most hits filed as activators; further: % of control where 0% means no effect; nearly all actives have a fitted effect of over 50% in size
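Cell-based yeast growth screen: TDP-43 expression induced in galactose, inoculum OD600=0.02 after raffinose pregrowth to mid-log. Read-out BacTiter-Glo luminescence at 24 hr, 30 deg C; inhibition of toxicity seen as signal increase.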
* hit, by the source's call; ? = inconclusive; · = not tested or not shown; [ ] = dose if it differs, or a comment. The call rests on the fitted dose curve; in most records, active means well fitted curve in the direction sought with a large enough effect; inconclusive means small, poorly fitted or top-dose-only effect, or another doubt; inactive means no such curve, though single readings can be large; an effect the other way counts as inactive or inconclusive. Potency means the concentration at half of the fitted maximal effect.

SMILES	HT1080NT lethal	KB-3-1 cytotox	GLP-1R agonist	SW480 rerep	KB-V1 MDR tox	HT1080 IDH1KD tx	HEK293 tox	GLP1R inv ag	TDP-43 yeast inh
O=C(O)c1ccc2c(=O)n3c(nc2c1)/C(=C/c1ccc(Cl)c(Cl)c1)CC3	0%	4%	0%	0%	4%	-28%	3%	0%	7%
Cc1oc2c(c1C(=O)c1ccccc1)C(=O)C(=O)c1ccccc1-2	18µM*	?	-51%[inhibitor]	?	-19%	18µM*	?	4.5µM*	16µM*
COc1cc2c(c(OC)c1OC)-c1ccc(SC)c(=O)cc1C(NC=O)CC2 (configuration not stated)	0.046µM*	0.0065µM*	-2%	?	0.29µM*	?	-69%	-67%	15%
O=C(OCCN1CCOCC1)c1cccc(F)c1	2%	12%	-15%	22%	-8%	21%	14%	-4%	6%
Cc1cc2c(n1-c1ccc(C(=O)NCc3ccccc3Cl)cc1)CCCC2	·	6%	·	·	0%	·	-6%	5%	12%
O=C(NC1CCCCC1)C1(S(=O)(=O)c2ccc(Cl)cc2)CC1	0%	?	14%	-4%	-25%	4%	1%	-13%	-4%
Fc1ccccc1N1CCN(c2ncnc3nc[nH]c23)CC1	15%	3%	14%	9%	0%	15%	-18%	-8%	1%
CC1CCCCN1Cc1cnc(Cl)s1 (configuration not stated)	16%	-2%	7%	-1%	-1%	12%	-4%	15%	-1%
CC(=O)Nc1ccc(S(=O)(=O)N2CCN(Cc3ccncc3)CC2)cc1	-10%	-6%	3%	-9%	-3%	-3%	11%	3%	-8%
COc1ccc(Cl)cc1NC(=O)C1COc2ccccc2O1 (configuration not stated)	3%	-11%	18%	1%	17%	5%	-9%	?	29%
O=C(C1CC(=O)N(C2CCCC2)C1)N1CCN(c2ccccc2F)CC1 (configuration not stated)	8%	-12%	3%	-10%	-3%	-4%	3%	4%	0%
COc1cccc(/C=N/NC(=O)c2ccc(=O)n(C)c2)c1OC	17%	17%	3%	-3%	20%	22%	1%	17%	3%
COc1cccc(C(=O)NC2CC(=O)N(c3ccc4c(c3)OCCO4)C2)c1OC (configuration not stated)	·	5%	0%	·	0%	·	-11%	-11%	18%
CCN(CC(=O)N1CCCC1)S(=O)(=O)c1ccc(F)cc1	8%	7%	2%	-1%	8%	4%	-7%	9%	15%
C=CCOC(=O)C1=C[C@@H](c2ccc(C(F)(F)F)cc2)C[C@@H](OCc2ccc(CO)cc2)O1	-10%	0%	12%	0%	3%	-1%	3%	?	42%
CC(C)CC1C(=O)N(Cc2cn(Cc3ccco3)nn2)CCS(=O)(=O)N1Cc1ccc(-c2ccncc2)cc1 (configuration not stated)	-1%	-28%	8%	·	-16%	0%	-11%	12%	15%
CN(CCc1ccccc1)C(=O)c1ccc(NC(=O)Cc2cccc(NC(=O)C3CCN(C(=O)C4CCCC4)CC3)c2)cc1	-6%	0%	14%	-1%[9.22 µM]	16%	-10%	-11%	-7%	?
CCn1c(CC(=O)Nc2ccccc2F)nnc1SCC(=O)NC1CCCC1	12%	-15%	2%	-10%	?	7%	0%	19%	-5%
C[C@H](NC(=O)c1nc[nH]c1C(=O)NC(c1ccccc1)c1ccccc1)C(=O)OC(C)(C)C	?	?	2%	-14%	8.2µM*	?	0%	5.6µM*	-2%
CC(C)C(NC(=O)C1(NC(=O)OCc2ccccc2)CCCC1)C(=O)O (configuration not stated)	2%	0%	-2%	9%	-2%	-3%	-4%	-14%	-3%
CN1CCN(c2ccc(CNS(=O)(=O)Cc3ccc(Cl)cc3)cc2)CC1	26%	0%	-1%	-2%	4%	11%	1%	?	0%
Cc1ccc(S(=O)(=O)N2CCC(N3CCCCCC3)CC2)cc1	3%	-3%	3%	1%	0%	-19%	3%	2%	-5%
O=C(c1ccccc1)n1nc(-c2ccccc2)nc1NCc1ccco1	2%	15%	11%	-23%	?	10%	-2%	21%	16%
CCOC(=O)c1c(NC(=O)C(=O)N/N=C/c2ccccc2O)sc2c1CCCCC2	?	?	-13%	?	3.7µM*	?	0%	?	22%
COc1ccc(CCNC(=O)CSc2cccc3cccnc23)cc1OC	0%	-16%	19%	14%	-14%	0%	2%	51%[activator]	-15%[9.22 µM]
SMILES	HT1080NT lethal	KB-3-1 cytotox	GLP-1R agonist	SW480 rerep	KB-V1 MDR tox	HT1080 IDH1KD tx	HEK293 tox	GLP1R inv ag	TDP-43 yeast inh
Cc1cccc(NC(=O)CCc2nnc3ccc(N4CCC(C)CC4)nn23)n1	0%	14%	4%	0%	0%	6%	-4%	7%	14%
CCOC(=O)c1ccc2c(c1)n(CCO)c(C)[n+]2CC	6%	4%	-4%	-4%	14%	8%	9%	-2%	-19%
Nc1cc([N+](=O)[O-])ccc1O	-4%	0%	0%	-75%[inhibitor]	-13%	-11%	-1%	26%	-22%
CC1(C(=O)NS(=O)(=O)C2CC2)CCN(C(=O)c2ccccc2F)C1 (configuration not stated)	2%	2%	-1%	·	0%	6%	7%	27%	-4%
COC(=O)c1nn(-c2ccccc2)ccc1=O	17%	1%	-7%	0%	-7%	19%	-2%	5%	15%
Cn1c(=O)c(-c2cc(=O)[nH][nH]2)c(O)c2ccccc21	-19%	2%	-1%	-1%	15%	1%	-1%	9%	15%
Cc1ccc2c(c1)/C(=C/c1ccccc1C)C(=O)N2	?	0%	23%	?	?	?	-6%	?	0%
CC1=CC2=C(C=O)C(=O)C(C)(O)C(O)C2=CO1 (configuration not stated)	?	-26%	-2%	·	-10%	-25%	13%	-4%	0%
CCc1nc2ccc(C(=O)N(CC)CCN(C)C)cn2c1N(C)C(=O)c1cccc(OC)c1	?	0%	-2%	·	1%	1%	3%	5%	-7%
Cc1cccn2cc(CCNC(=O)c3ccco3)nc12	13%	?	-5%	-25%	7%	13%	-1%	24%	10%
N#C/C(=C\c1ccc2c(c1)OCO2)C(N)=S	2%	-2%	-5%	-5%	2%	-2%	6%	8%	14%
CC(C)(C)OC(=O)C(C1NC(C(=O)O)C(C)(C)S1)N1C(=O)c2ccccc2C1=O (configuration not stated)	0%	0%	-8%	-2%	13%	15%	0%	-3%	16%
O=c1[nH]cnc2c1ncn2-c1ccc(Cl)cc1	0%	·	-5%	-8%	·	-1%	28%	20%	-11%
Cc1ccc(NC(=O)CCNS(=O)(=O)c2ccc3[nH]c(=O)oc3c2)cc1F	8%	15%	-1%	-19%	?	4%	-11%	8%	-9%
Cc1ccc(NC(=O)COc2ccc(-c3nnco3)cc2)cc1S(=O)(=O)N1CCOCC1	-9%	?	18%	·	-4%	2%	-4%	7%	2%
CCc1c(C(=O)NNC(=S)NC2CCCCC2)csc1C	-18%	23%	14%	-9%	-3%	6%	-3%	?	-3%
O=C(N/N=C/c1cccc(O)c1)c1csc2ccccc12	-2%	-5%	14%	-5%	?	1%[9.24 µM]	-12%	-22%	6%
